# Bioassay records as filed in PubChem.
# West Nile antiviral = West Nile virus antiviral activity, cell-based, CPE readout (AID 1621) | West Nile virus-infected cells, CPE inhibition; higher % means a stronger effect | one-dose CPE inhibition, % at 10 µM; IC50 in µM for titrated hits | actives 0.02% (n = 290,000); in the data active = a potency from the dose series; inconclusive = CPE inhibition mostly from about 3.7% at the one dose, without a potency; inactive = the rest, 99 in 100 with CPE inhibition below about 2.2%; note: strong numbers were not always called active
# ER stress rescue = rescue of cells from ER stress-induced death, primary screen, 384-well, CSM14.1, thapsigargin, ATP luminescence (AID 1222); 190,000 tested, under 10 active; CSM14.1 thapsigargin-induced death rescue, ATP luminescence; higher % means a stronger effect; one-dose cellular ATP content (survival), % at 20 µM; EC50 in µM for titrated hits;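 active = EC50 below 50 µM in the dose-response confirmation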;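 note: death triggered by thapsigargin at about 15 µM added after 2 h compound pretreatment; cell ATP read after overnight thapsigargin exposure of roughly 18 to 22 hours; normalized against plate controls of thapsigargin alone and 5% DMSO vehicle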
# PhoP inhibition = inhibitors of PhoP regulon expression, primary screen, Salmonella Typhimurium, GFP reporter (AID 1863); actives 0.16% (n = 300,000); S. Typhimurium PhoP-regulated promoter GFP reporter, 4 h; higher % means a stronger effect; inhibition, % at 50 µM; hits with a dose series show IC50 in µM;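 active = inhibition over 29.93%, a cutoff 3 SD above the screen mean, later confirmed by dose response; inconclusive = inhibition over 29.93% but no dose response follow-up; inactive = inhibition at most 29.93% or unconfirmed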;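 note: 0% = low Mg2+ inducing control and 100% = high Mg2+ repressing control; strong numbers were not always called active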
# LYP inhibition = PTPN22 lymphoid phosphatase activity blockers – biochemical, fluorescence intensity, uHTS (AID 1779); recombinant LYP phosphatase, fluorescence intensity; higher % means a stronger effect; inhibition, % at 11.5 µM; hits with a dose series show IC50 in µM; actives 0.054% (n = 290,000); in the data active = inhibition above about 50%;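 note: plate controls were vehicle with enzyme for no effect and no enzyme for full effect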
# Large T inhibition = TAg ATPase/helicase activity blockers – biochemical (AID 1903); actives 0.39% (n = 310,000); one-dose inhibition, % at 20 µM; IC50 in µM for titrated hits; SV40 large T antigen ATPase/helicase inhibition assay; higher % means a stronger effect; in the data active = a potency from the dose series; inconclusive = inhibition mostly from about 32% at the one dose, without a potency; inactive = the rest, 99 in 100 with inhibition below about 32%; note: strong numbers were not always called active
# GPR35 antagonists = inhibition of zaprinast-stimulated GPR35 beta-arrestin translocation – imaging, U2OS, beta-arrestin-GFP, zaprinast agonist, primary screen (AID 2058); U2OS GPR35 beta-arrestin-GFP translocation imaging, zaprinast antagonism; higher % means a stronger effect; inhibition, % at 10 µM; hits with a dose series show IC50 in µM; actives 0.052% (n = 290,000);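 active = inhibition of at least 50% with at least 30 cells and total cytoplasm GFP at most 10,000,000; inconclusive = under 30 cells or total GFP of 10,000,000 plus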
# MgcRacGAP inhibition = MgcRacGAP GTPase-activating activity inhibitors, confirmation, biochemical, ADP Hunter fluorescence; actives 0.6% (n = 340,000); MgcRacGAP-stimulated Rac1 GTP hydrolysis, ADP Hunter fluorescence; higher % means a stronger effect; GST-tagged Rac1 F28L mutant substrate; one-dose inhibition, % at 30 µM; IC50 in µM for titrated hits; AID 624330;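 active = first-screen hits whose inhibition reached a set limit at any dose in the follow-up dose series; inconclusive = inhibition above the set first-screen limit but never retested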;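 note: fluorescence reports GDP produced by GAP-driven GTP hydrolysis; strong numbers were not always called active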
# RSV CPE inhibition = inhibition of RSV-induced cytopathic effect – HEp-2 cells, primary 10 µM value included (AID 2391). HEp-2 cells, RSV-induced CPE inhibition; higher % means a stronger effect. actives 0.13% (n = 310,000). one-dose CPE inhibition, % at 10 µM; IC50 in µM for titrated hits; in the data active = a potency from the dose series; inconclusive = CPE inhibition mostly from about 23% at the one dose, without a potency; inactive = the rest, 99 in 100 with CPE inhibition below about 21%; note: strong numbers were not always called active
# Dengue-2 NS5 capping = Dengue-2 NS5 methyltransferase inhibitors, primary screen, biochemical, confirmation dose response (AID 588689) | inhibition, % at 25 µM, or IC50 in µM where a hit was titrated | Dengue-2 NS5 methyltransferase capping enzyme assay, biochemical; higher % means a stronger effect | actives 0.3% (n = 340,000); in the data active = a potency from the dose series; inconclusive = inhibition above about 29% without an active follow-up result
# Dengue-2 NS5 capping pilot replicate = also measured in Dengue-2 NS5 capping; calls as there; inhibition, %; measured here: pilot screen replicate inhibition
# * marks the source's active call; other numbers are inactive results; ? = inconclusive; nt = not tested or not shown.
SMILES,West Nile antiviral,ER stress rescue,PhoP inhibition,LYP inhibition,Large T inhibition,GPR35 antagonists,MgcRacGAP inhibition,RSV CPE inhibition,Dengue-2 NS5 capping,others
Cc1ccc2c(c1)c(=O)c(Br)c(C)n2Cc1ccccc1,-1.3%,-1.3%,4%,6%,18%,3%,8%,1.1%,-5%,
CC(C)Cc1nnc(NC(=O)CSc2nc(=O)cc(N)n2-c2ccccc2)s1,0.9%,-0.5%,17%,-4%,8%,-6%,7%,2.1%,1%,
CCN(CC)S(=O)(=O)c1cccc(NC(=O)COC(=O)C2CC3C=CC2C3)c1 (stereo not drawn),-0.7%,1.7%,1%,-5%,8%,3%,8%,1.3%,-5%,
S=c1[nH]ncn1NCc1ccc(Cl)cc1Cl,0.0%,-0.7%,1%,-6%,14%,11%,7%,2.2%,-11%,
COc1ccc(CC(=O)Nc2nc(-c3ccncc3)cs2)cc1,-0.7%,0.0%,3%,-3%,12%,-2%,-2%,8.4%,4%,
O=C(Nc1ccc(NC(=O)c2cccs2)cc1)c1cccs1,-0.2%,nt,3%,-8%,-3%,20%,3%,0.5%,-3%,
CC(C)(C)c1ccc(-n2ncc3c2CCCC3NC(=O)C2=NNC(=O)CC2)cc1 (stereo not drawn),-1.1%,nt,0%,-4%,18%,-11%,4%,1.8%,-1%,
O=C(COc1ccc(Br)cc1)Nc1ccc(CN2CCOCC2)cc1,0.4%,nt,4%,-5%,2%,1%,9%,?,2%,
COc1cc(C(=O)ONC(=O)c2ccc(OC(F)F)cc2)cc(OC)c1OC,-0.9%,nt,3%,-10%,-7%,-8%,-5%,1.8%,-13%,
O=C(COC(=O)c1nc(Cl)ccc1Cl)Nc1ncc(Cl)cc1Cl,nt,nt,3%,nt,22%,nt,3%,-0.9%,1%,
O=C(CSc1n[nH]c(-c2cccs2)n1)N1CCCCC1,nt,nt,3%,nt,19%,nt,6%,-0.7%,-6%,
CC1(C)NC(=O)N(CC(O)COc2ccccc2-c2ccccc2)C1=O (stereo not drawn),0.1%,-2.0%,-5%,-11%,12%,-25%,5%,2.4%,-4%,
COc1ccc(C2NC(=S)NC3=C2N2CCC3CC2)cc1 (stereo not drawn),0.2%,nt,nt,-8%,13%,12%,9%,2.6%,0%,
COc1ccc(-c2ccc3oc(-c4ccc(OC)cc4)c(C#CC4(O)CCCCC4)c3c2)cc1,-0.6%,nt,7%,nt,36%,nt,12%,7.4%,-8%,
COc1cc(NCc2ccccc2O)c2ncccc2c1,0.0%,nt,-13%,-8%,18%,-7%,29%,nt,-1%,
O=C(CCN1CCOCC1)c1ccc(Cl)cc1,-1.5%,-4.8%,-2%,-14%,24%,6%,0%,0.8%,-4%,
CC(C)n1cc(NC(=O)COc2ccccc2Cl)cn1,0.4%,nt,3%,-5%,4%,-3%,9%,1.0%,-4%,
Cc1c(=O)n(OCc2ccccc2)c2ccccc2[n+]1[O-],-0.1%,-1.3%,6%,-7%,10%,-5%,7%,3.3%,-11%,
COc1ccc(OC2CCN(S(=O)(=O)c3ccc(OC)cc3)CC2)cc1,-1.4%,nt,0%,1%,1%,-7%,13%,12%,-6%,
CCO[C@@H]1OC(C(=O)N2CCN(Cc3ccccc3)CC2)=C[C@H](c2ccc(Br)cc2)[C@H]1CCCO,-0.3%,7.1%,-4%,3%,4%,-6%,7%,-0.6%,-3%,
COc1ccc(-n2c(N3CCN(C)CC3)nc3sc4c(c3c2=O)CCCCC4)cc1,?,-2.6%,8%,-2%,23%,1%,7%,-0.4%,-1%,
CCCCCCC[N+](CC)(CC)CCCCc1ccc(Cl)cc1,nt,nt,-1%,nt,6%,nt,6%,0.6%,1%,
O=C(Nc1ccc2nc3ccccc3nc2c1)c1ccc(Br)cc1,0.3%,-2.0%,-20%,-5%,1%,9%,7%,6.0%,?,
Cc1ccc(NC(=O)/C(C#N)=C/c2ccsc2)c(C)c1,0.0%,3.9%,-16%,-2%,-2%,15%,5%,3.5%,-3%,
Cc1ccc(S(=O)(=O)N2CCN(C(=O)c3ccccc3)C2C(C)C)cc1 (stereo not drawn),0.2%,-3.4%,-5%,-6%,6%,0%,1%,0.7%,-1%,

# A portion taken from the entries so far, for reference:
SMILES,West Nile antiviral,ER stress rescue,PhoP inhibition,LYP inhibition,Large T inhibition,GPR35 antagonists,MgcRacGAP inhibition,RSV CPE inhibition,Dengue-2 NS5 capping,others
Cc1ccc2c(c1)c(=O)c(Br)c(C)n2Cc1ccccc1,-1.3%,-1.3%,4%,6%,18%,3%,8%,1.1%,-5%,
CC(C)Cc1nnc(NC(=O)CSc2nc(=O)cc(N)n2-c2ccccc2)s1,0.9%,-0.5%,17%,-4%,8%,-6%,7%,2.1%,1%,

# Additional compounds follow:
SMILES,West Nile antiviral,ER stress rescue,PhoP inhibition,LYP inhibition,Large T inhibition,GPR35 antagonists,MgcRacGAP inhibition,RSV CPE inhibition,Dengue-2 NS5 capping,others
Cc1cc2c(cc1S(=O)(=O)N(C)Cc1ccccc1)OCC(=O)N2,-0.9%,nt,nt,-6%,4%,12%,4%,2.2%,1%,
COc1ccccc1N=NC1=C(O)CC(C)(C)CC1=O,-0.4%,-1.8%,7%,9%,8%,-1%,2%,-0.6%,-15%,
NS(=O)(=O)c1ccc(CCNC(=O)CSc2ccc(Cl)cc2Cl)cc1,0.1%,nt,4%,-4%,13%,11%,8%,0.8%,-7%,
O=C(COc1nncc2ccccc12)Nc1c(F)c(F)c(F)c(F)c1F,0.1%,-1.7%,5%,-2%,7%,-12%,2%,1.6%,-7%,
CCOc1ccc(CCNC(=O)c2cccc(S(=O)(=O)N3CC(C)OC(C)C3)c2)cc1OCC (stereo not drawn),nt,nt,-10%,nt,7%,nt,3%,0.8%,-5%,
CCOC(=O)c1oc2nc(C(C)C)c3c(c2c1N)CC(C)(C)OC3,-1.3%,-0.1%,-6%,-9%,6%,-6%,9%,nt,-8%,
CCOc1ccccc1Nc1nc2ccccc2[nH]1,-1.2%,-1.7%,-2%,-6%,2%,-4%,-3%,7.4%,-7%,
CCOC(=O)c1c(C)n(-c2ccc(C)cc2)c2ccc(OCC(O)CN3CCN(C)CC3)cc12 (stereo not drawn),?,-0.3%,-7%,-6%,24%,-4%,6%,nt,-4%,
COc1ccc(NC(=O)CSc2nc3nc(C)cc(C)n3n2)cc1,-0.9%,nt,2%,-8%,23%,-4%,9%,1.2%,-9%,
Cn1nc(-c2ccc(C(=O)N3CCN(Cc4ccccc4)CC3)cc2)c2ccccc2c1=O,-1.0%,3.5%,11%,-5%,6%,-4%,-3%,15%,1%,Dengue-2 NS5 capping pilot replicate=2.1
O=C(c1ccc(-c2ccc([N+](=O)[O-])cc2)o1)N1CCCC(C(F)(F)F)C1 (stereo not drawn),nt,nt,12%,nt,25%,nt,8%,2.1%,6%,
Cc1cc2oc3c(c(=O)c2cc1C)C(c1ccc(C(C)C)cc1)N(CCCN1CCOCC1)C3=O (stereo not drawn),nt,0.1%,-5%,-7%,5%,-7%,-1%,2.8%,-7%,
O=C(Nc1cc(C(=O)N2CCOCC2)ccc1N1CCCC1)c1cccs1,-0.3%,-1.4%,-19%,-2%,7%,2%,3%,1.1%,3%,
CCC(C)C(=O)Nc1cccc(SC)c1 (stereo not drawn),0.1%,-0.5%,-11%,-8%,2%,27%,nt,0.1%,nt,
CCOC(=O)C1(C)C=C(Nc2ccc(OCC)cc2)C(=O)N1c1ccccc1 (stereo not drawn),-0.3%,2.2%,-8%,7%,12%,5%,12%,1.6%,-11%,
COc1ccc(-n2c(SC(C)C(=O)Nc3ccc(NC(C)=O)cc3)nc3ccccc3c2=O)cc1OC (stereo not drawn),-0.6%,nt,14%,-1%,26%,-9%,8%,0.8%,-4%,
Cc1nn(CC(=O)c2ccc(Cl)cc2Cl)c(C)[n+]1N,0.2%,-1.2%,5%,-2%,10%,-4%,7%,0.9%,1%,
O=[N+]([O-])c1cc([N+](=O)[O-])c(Oc2cccnc2Br)cc1NN1CCCCC1,0.0%,nt,-6%,-5%,14%,3%,9%,1.0%,-4%,
O=S(=O)(c1cccc(NC(=S)Nc2ccc(Br)cc2Cl)c1)N1CCOCC1,0.0%,-2.3%,-2%,-8%,2%,1%,3%,3.0%,-6%,
CCS(=O)(=O)N1CCC(C(=O)NCc2ccc(OC)cc2OC)CC1,-0.1%,4.0%,8%,-5%,6%,-9%,4%,1.7%,-5%,
Cc1c(C(=O)O)[nH]c2c1C(=O)CC(c1ccccc1)C2 (stereo not drawn),0.9%,-2.7%,-21%,-1%,11%,-9%,3%,0.6%,-7%,
COc1ccc(C2=NOC3(CC(=O)N(c4ccc(F)cc4)C3=O)C2)cc1 (stereo not drawn),0.2%,nt,-10%,1%,14%,6%,2%,nt,-6%,
Cc1cc(C(=O)OCC(=O)NC(=O)NC(C)(C)C)c(C)o1,-0.1%,-0.4%,3%,0%,-4%,24%,10%,-0.3%,-1%,
CCC1=NN(S(=O)(=O)c2ccc(C)cc2)C(O)(C(F)(F)F)C1 (stereo not drawn),-0.7%,nt,2%,-3%,2%,13%,-5%,1.7%,-7%,
O=C(Cn1ncc2c3ccccc3n(Cc3ccccc3)c2c1=O)N1CCN(c2ccccn2)CC1,-0.4%,nt,nt,-2%,6%,5%,0%,1.4%,0%,
# Going on with the list:
SMILES,West Nile antiviral,ER stress rescue,PhoP inhibition,LYP inhibition,Large T inhibition,GPR35 antagonists,MgcRacGAP inhibition,RSV CPE inhibition,Dengue-2 NS5 capping,others
COc1ccc(C2=NOC(C)(c3nnc(Cc4ccccc4)o3)C2)cc1 (stereo not drawn),-0.3%,nt,nt,nt,15%,nt,7%,0.3%,-6%,
COc1ccc(-n2cnc3cc(NCc4ccco4)ccc32)cc1,-0.4%,-1.1%,8%,-6%,19%,-12%,8%,2.1%,-8%,
Cc1cc(CNC(=O)CC2C(=O)NCCN2CC(c2ccccc2)c2ccccc2)on1 (stereo not drawn),0.2%,4.3%,3%,-6%,4%,-11%,4%,-1.5%,10%,
O=C(CSc1nc(O)c(Cc2ccccc2)c(=O)[nH]1)c1ccccc1,-0.2%,nt,3%,-3%,21%,7%,2%,0.7%,12%,
CN(Cc1c(C(=O)N/N=C/c2ccccc2)nnn1-c1nonc1N)c1ccccc1,1.0%,nt,-6%,5%,-2%,2%,10%,2.4%,-8%,
Cc1ccc(OCC(=O)NC2CCS(=O)(=O)C2)c(C)c1 (stereo not drawn),-0.1%,nt,4%,-9%,3%,-1%,5%,0.8%,-2%,
Cc1oc(-c2ccc(Cl)cc2)nc1CN1CCCC(C(=O)N2CCN(C(=O)c3ccco3)CC2)C1 (stereo not drawn),-0.6%,3.3%,-11%,-9%,10%,29%,2%,0.2%,-1%,
Cn1c(/C=C/c2ccc([N+](=O)[O-])o2)nc2ccccc2c1=O,-2.9%,-1.5%,4%,-5%,16%,5%,11%,-2.0%,?,
